Compound activity from PubChem BioAssay.
Hck Nef HTS: inhibitors of Nef-activated human Hck kinase, primary screen, biochemical, Z-Lyte FRET, 384-well, Hck-YEEI | Tyrosine-protein kinase HCK (Homo sapiens), P08631 | Recombinant Hck-YEEI plus Nef, Z-Lyte FRET kinase assay | inhibition, % at 20 µM | 220,000 compounds, 0.68% hits | AID 463187, 2010;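 active = Hck-Nef kinase inhibition above about 50%, limit read from the data; inactive = inhibition below that limit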;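 also: 0% = DMSO with Hck plus Nef and 100% = Hck alone without Nef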
zVAD death inh: inhibitors of zVAD-triggered necroptosis, primary screen, L929 cells; 220,000 compounds, 0.38% hits; AID 1377, 2008; L929 zVAD necroptosis rescue, ATP luminescence, 24 h; with zVAD 60 µM; viability rescue, % at 10 µM;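 active = activation, scaled between plate controls, above about 75%, limit read from the data; inactive = activation under that limit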;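 also: 0% = zVAD with DMSO and 100% = DMSO alone without zVAD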
thrombin 1536: human alpha-thrombin inhibitors, primary screen, counter-screen for coagulation protease inhibitor project, biochemical, 1536-well, fluorogenic AMC substrate | inhibition, % at 5 µM | Prothrombin (Homo sapiens), P00734 | 220,000 compounds, 0.26% hits | AID 1046, 2008 | Boc-VPR-AMC fluorogenic substrate cleavage;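 active = inhibition at or above 40%; inactive = inhibition below 40%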;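 also: 0% = enzyme with no compound and 100% = wells without enzyme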
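Assay system: human alpha-thrombin enzyme. Reagent: Boc-VPR-AMC substrate, 15 µM final. Compound dosing: one concentration per compound, 5 µM, with 0.2% DMSO. Incubation: room-temperature reaction. Technique: AMC fluorescence, 355/460 nm. Measure: % inhibition relative to enzyme controls and enzyme-free blanks.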
TNF death inh: inhibitors of TNF-alpha triggered necroptosis, primary screen, cell-based, Jurkat FADD-/-, single concentration; 220,000 compounds, 0.068% hits; activation (protection from cell death), % at 10 µM; Jurkat FADD-/- TNF necroptosis rescue, ATP luminescence, 24 h; 0 = TNF only, 100 = no-TNF cells;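 active = activation, meaning protection from cell death, of at least 50% relative to plate controls; inactive = activation below 50%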;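 also: necroptosis triggered by 40 ng/mL TNF-alpha added together with compound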
FXIIa inh 1536: human FXIIa protease inhibitors, primary screen, biochemical, 1536-well. inhibition, % at 5 µM. Coagulation factor XII (Homo sapiens), P00748. 220,000 compounds, 0.3% hits. purified FXIIa, Boc-QGR-AMC fluorogenic substrate, 2 h. AID 800, 2007; in the data active = inhibition above about 40%;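 also: 0% = enzyme with no compound and 100% = blank without enzyme; many of its hits are not listed in these tables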
FXIa inh: human FXIa protease inhibitors, primary screen, biochemical, 1536-well | Coagulation factor XI (Homo sapiens), P03951 | AID 798, 2007 | inhibition, % at 5 µM | purified FXIa, Boc-Glu-Ala-Arg-AMC fluorogenic substrate | 220,000 compounds, 0.14% hits;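 active = inhibition of at least 40%; inactive = inhibition below 40%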;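 also: fluorescence of freed AMC excited at 355 nm; 0% = enzyme without compound and 100% = no enzyme blank; many of its hits are not listed in these tables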
Rad51 HR inh: human RAD51 strand exchange inhibitors, primary screen, biochemical, fluorescence | DNA repair protein RAD51 homolog 1 (Homo sapiens), Q06609 | hRad51 DNA strand exchange, fluorescence dequenching | inhibition, % at 10 µM | 200,000 compounds, 0.085% hits | AID 1385, 2008;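 active = inhibition above 40% at the single screening dose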;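 also: 0% = DMSO control wells and 100% = blanks with heterologous ssDNA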
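Read-out basis: percent inhibition relative to plate controls and blanks / Assay system: human Rad51 nucleoprotein filaments preassembled on unlabelled ssDNA / Timing: filaments 15 min 37 °C, then compound 30 min / Control set: per-plate controls and blanks / Technique: fluorescence dequenching at 485/520 nm / Compound: 10 µM final, single point / Also added: Fluorescein- and BHQ1-tagged 47-mer duplex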
KLK5 inh: human KLK5 protease inhibitors, primary screen, biochemical, 1536-well; Kallikrein-5 (Homo sapiens), Q9Y337; 210,000 compounds, 0.59% hits; inhibition, % at 5 µM; recombinant hK5, fluorogenic AMC substrate cleavage;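 active = inhibition of 40% or more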;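 also: 0% = enzyme controls without compound and 100% = no-enzyme blanks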
Cl transport mod: KCC2 cotransporter modulators, thallium flux, primary screen, cell-based, HEK293 KCC2, FluoZin-2 fluorescence, MLSMR; Solute carrier family 12 member 5 (Homo sapiens), Q9H2X9; B-score of Tl+ flux slope (higher = more flux/activation; lower = inhibition) at 10 µM; KCC2 cells, thallium flux FluoZin-2 fluorescence; AID 1456, 2008; 190,000 compounds, 2.2% hits;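 active = thallium flux slope and its plate-corrected score both differing from the plate sample mean at a set confidence after two filtering rounds, in either direction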;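 also: slope of fluorescence scaled to starting intensity during 10 to 20 s after thallium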
Target sequence (Q9H2X9 whole entry, looked up): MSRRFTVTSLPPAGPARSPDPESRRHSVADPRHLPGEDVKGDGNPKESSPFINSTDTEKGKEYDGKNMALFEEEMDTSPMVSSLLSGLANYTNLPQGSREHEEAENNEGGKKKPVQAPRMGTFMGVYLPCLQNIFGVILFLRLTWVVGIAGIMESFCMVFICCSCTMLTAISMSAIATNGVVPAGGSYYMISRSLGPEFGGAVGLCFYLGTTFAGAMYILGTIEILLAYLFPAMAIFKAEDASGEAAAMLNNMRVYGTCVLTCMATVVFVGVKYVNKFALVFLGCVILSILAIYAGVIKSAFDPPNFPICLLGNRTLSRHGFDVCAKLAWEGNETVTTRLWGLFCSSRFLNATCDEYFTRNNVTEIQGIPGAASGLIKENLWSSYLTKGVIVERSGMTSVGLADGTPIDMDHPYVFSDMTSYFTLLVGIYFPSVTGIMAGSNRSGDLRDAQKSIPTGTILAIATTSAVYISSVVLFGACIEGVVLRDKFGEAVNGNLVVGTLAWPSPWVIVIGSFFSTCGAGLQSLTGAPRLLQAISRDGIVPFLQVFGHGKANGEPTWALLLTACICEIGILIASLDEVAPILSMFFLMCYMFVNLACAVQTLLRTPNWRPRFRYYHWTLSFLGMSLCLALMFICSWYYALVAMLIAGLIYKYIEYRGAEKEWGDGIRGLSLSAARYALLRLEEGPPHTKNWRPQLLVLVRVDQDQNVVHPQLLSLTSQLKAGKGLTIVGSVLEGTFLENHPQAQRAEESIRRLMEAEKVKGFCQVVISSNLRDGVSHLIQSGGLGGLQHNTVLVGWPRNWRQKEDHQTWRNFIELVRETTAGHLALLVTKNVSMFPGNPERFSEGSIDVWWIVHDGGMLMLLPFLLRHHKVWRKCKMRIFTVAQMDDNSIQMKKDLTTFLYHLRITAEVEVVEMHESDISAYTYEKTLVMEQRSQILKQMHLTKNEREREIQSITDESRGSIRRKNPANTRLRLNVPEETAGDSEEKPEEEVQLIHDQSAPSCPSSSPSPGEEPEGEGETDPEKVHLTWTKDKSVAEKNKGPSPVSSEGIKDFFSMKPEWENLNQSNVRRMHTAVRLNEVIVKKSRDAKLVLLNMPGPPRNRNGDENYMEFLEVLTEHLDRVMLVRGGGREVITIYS
* marks the source's active call; other numbers are inactive results; x = not tested or not shown.

SMILES	Hck Nef HTS	zVAD death inh	thrombin 1536	TNF death inh	FXIIa inh 1536	FXIa inh	Rad51 HR inh	KLK5 inh	Cl transport mod
CCOc1ccc(OCC)c(NC(=O)C2CCCN2S(=O)(=O)c2cccc3cccnc23)c1 (stereo not drawn)	-1.3	0.1	-3.2	-2.6	12.2	0.5	0.7	-5.2	x
Cc1ccccc1OCC(=O)NCC(=O)N/N=C/C=C/c1ccccc1	-16.6	0.1	-0.3	1.3	11.6	-6.3	1.0	-16.6	-0.729
COc1cc(NC(=O)COc2ccccc2)c(OC)cc1NC(C)=O	4.8	6.0	4.4	0.1	5.5	-1.2	23.6	-5.5	0.303
O=C(C[n+]1cccc(NC(=O)c2ccccc2)c1)c1ccccc1	1.6	-0.3	-4.0	-1.2	-4.5	-7.0	x	-13.2	x
OC(Cn1cncn1)(c1ccccc1)c1ccccc1	1.2	0.1	-2.1	-0.2	2.5	-1.8	-2.5	1.9	x
CCCCc1nc2sc3c(=O)[nH]cnc3c2c2c1CCCC2	0.0	-0.2	-7.1	-2.7	2.3	-14.7	15.9	21.2	0.658
C=CCN(c1ccccc1OC)S(=O)(=O)c1cccc(C(=O)OCC(=O)c2c[nH]c3ccccc23)c1	3.8	0.0	-6.0	5.6	7.6	4.7	x	-25.2	0.216
Cc1ccc(C2=NN=C(NC(=O)CSc3nnc4c5ccccc5n(C)c4n3)SC2)cc1	10.5	0.3	-1.2	-5.3	-0.1	0.6	29.3	-6.0	-0.194
CCOC(=O)N/N=C\c1ccc(OC(=O)c2ccc3c(c2)OCO3)cc1	14.5	1.1	-10.1	-1.1	6.4	-1.9	-5.3	-4.9	-0.854
COc1ccccc1NC(=O)CCC(=O)N(Cc1ccc(OC)c(OC)c1)c1nccs1	23.1	27.8	-2.5	0.4	8.2	-0.3	-97.6	3.7	0.214
COc1cc(C(=O)N/N=C/c2ccc(OC)c(CN3CCN(c4ccc(F)cc4)CC3)c2)ccc1O	8.2	-0.7	-2.2	1.2	3.3	-1.1	x	x	-0.963
CCC(CC)C(=O)c1c[nH]c(C(=O)NCc2cccnc2)c1	7.5	2.4	1.3	1.3	4.3	-3.4	-6.3	0.9	-0.326
CCOC(=O)c1nc(NCc2ccccc2C)c2ccccc2n1	22.4	1.4	3.0	-0.9	5.0	1.4	-3.5	0.7	-1.61
CC(=O)c1c(N2CCN(c3ccccn3)CC2)nc(=S)n(-c2ccccc2)c1C	19.4	1.0	-4.3	0.5	4.1	6.0	-0.4	-6.7	1.32
Cc1nn(C)cc1-c1n[nH]c(=S)n1-c1ccc(F)cc1	2.6	0.1	-7.5	1.2	-3.1	-6.7	7.5	-13.2	0.573
Clc1ccc(CSc2nnc(-c3ccc4c(c3)OCO4)o2)cc1	0.0	-0.4	4.2	1.0	16.2	4.0	x	-7.4	0.428
Cn1c(N)cc(=O)n(Cc2ccccc2)c1=O	-2.8	4.1	1.4	-0.7	11.0	3.0	-4.2	-7.7	0.174
Cc1ccc(C(=O)n2c(-c3ccccc3)cnc2SCC(=O)Nc2ccc(C)cc2C)cc1	-11.7	1.6	-0.8	1.7	15.5	10.3	-2.2	-9.2	0.143
Cc1ccc(N(CC(=O)NCc2ccco2)S(=O)(=O)c2ccccc2)cc1	5.4	0.8	4.2	0.6	11.3	3.1	-0.1	-4.8	x
C[N+]1(C)CCC(=C2c3ccccc3CC(=O)c3sccc32)CC1	0.8	-0.4	0.3	-4.7	14.6	-1.5	6.4	-14.8	1.61
CCOC(=O)c1c(NC(=O)CN2CCN(C(=O)c3ccco3)CC2)sc2c1CCCC2	-8.4	2.4	6.5	0.5	17.6	8.2	x	-1.5	-1.32
CCN(C(=O)COC(=O)c1nn(-c2ccccc2)c(=O)c2ccccc12)C1CCS(=O)(=O)C1 (stereo not drawn)	29.6	0.0	-5.7	-0.1	6.6	-2.8	-10.4	-2.0	-1.4
CC(Oc1ccccc1Br)C(=O)N1CCc2ccccc21 (stereo not drawn)	0.1	0.0	3.2	-2.0	12.7	0.7	-0.5	-1.1	-0.797
Cc1cc(NC(=O)CCCC(=O)OCC(F)(F)C(F)F)cc(C)c1C(=O)O	-0.1	1.7	1.8	0.8	17.5	6.2	5.0	-36.3	x
COc1cccc(CNC(=O)C2CCCN(S(C)(=O)=O)C2)c1 (stereo not drawn)	-8.4	1.3	-3.0	2.5	8.4	5.9	-4.7	-22.2	-0.649
CCOC(=O)C(C)c1nn(C)c(=O)c2ccccc12 (stereo not drawn)	2.5	0.3	2.7	-1.4	33.2	17.8	9.2	-13.4	x
O=C(/C=C/c1cccs1)Nc1ccc([N+](=O)[O-])cc1	-0.1	3.1	-2.8	0.6	5.5	-5.0	-12.6	-7.8	-0.98
CCC(C(=O)Nc1ccccc1OC)n1c(C(=O)OC)cc2ccsc21 (stereo not drawn)	-0.5	0.0	-0.3	0.8	10.7	-4.4	-1.9	12.4	-2.62
COc1cc(NC2c3ccccc3C(=O)N2c2cc(C)ccn2)cc(OC)c1OC (stereo not drawn)	-0.4	-0.6	-5.0	-0.2	12.4	5.2	-8.0	-21.3	2.04
c1ccc(-c2noc(-c3ccc4c(c3)OCO4)n2)cc1	22.4	0.5	x	-2.1	1.3	2.1	1.1	-5.2	0.406
COc1cccc(OC)c1C(=O)OCC(=O)Nc1cccnc1Cl	21.7	1.1	-0.5	0.1	10.9	-0.8	6.1	2.1	0.928
COc1ccc(Br)cc1C(=O)Nc1cccc(C)c1C	1.5	1.5	0.4	1.0	5.3	2.9	x	-0.9	-1.16
Fc1ccc(CNc2cnccn2)cc1	1.0	0.4	-9.1	5.2	-11.3	-12.3	1.4	-29.7	1.63
CN(Cc1ccccc1)C(=O)c1ccco1	19.7	8.4	-7.0	3.0	1.1	-4.2	7.4	-7.1	x
N=c1c(C(=O)NCc2ccco2)cc2c(=O)n3ccccc3nc2n1Cc1ccc(Cl)cc1	1.5	2.3	-5.6	1.0	-18.8	-10.6	-1.5	-28.7	-0.776
COC(=O)c1ccc(NC(=O)CSc2nncc3ccc(OC)c(OC)c23)cc1	0.8	-0.8	-12.6	-0.3	4.3	4.0	-12.2	10.0	0.032
O=C(Oc1ccc2c(c1)O/C(=C\c1ccncc1)C2=O)c1cccs1	37.4	0.2	12.8	0.9	4.7	1.9	-24.4	1.1	0.114
Cc1noc(C)c1CN1C(=O)NC(Cc2ccccc2)(Cc2ccccc2)C1=O	2.0	0.2	1.1	-1.3	-4.8	6.2	-0.2	-3.7	x
O=C(NCCc1cccs1)c1ccc(Cl)c(Cl)c1	20.1	2.6	-11.1	1.3	5.5	-0.8	-6.6	0.2	-1.76
NC(=O)Nn1c(CCC(=O)O)ccc1-c1ccc(F)cc1	-0.7	-0.4	-0.2	-3.0	13.7	12.2	-0.9	7.6	x
O=c1ccc(Oc2nc(N3CCOCC3)nc(N3CCOCC3)n2)nn1-c1ccccc1	0.6	0.2	-1.9	-1.0	9.7	-0.4	-7.1	0.1	-0.0896
O=S(=O)(Nc1cccc(-c2cn3cccnc3n2)c1)c1ccccc1	-0.9	-0.3	-12.5	0.2	-1.4	-0.4	-21.8	-25.8	-0.0703
O=C(/C=C/c1ccccc1)NCCc1nc2ccccc2[nH]1	-60.3	1.1	-3.9	4.5	4.5	-0.4	16.2	-1.0	x
CCOc1ccc(NC(=O)Nc2cc(C(C)C)ccc2C)cc1	31.7	47.2	1.0	1.3	9.3	-1.1	0.2	0.3	-1.31
C/C(=N/NC(=O)Cn1nc2ccccc2n1)c1ccc(F)cc1	4.5	1.6	-4.6	2.1	8.4	2.1	11.2	-19.8	-0.924
Cc1ccc(NCc2n[nH]c(=S)n2-c2cccc(Cl)c2)cc1	27.1	4.5	2.1	-0.3	11.8	-2.4	4.8	1.7	0.48
COc1ccc(CCNC(=O)CCCCCN2C(=O)c3ccccc3C2=O)cc1OC	-0.4	-0.4	-7.5	1.1	3.8	-5.4	-1.6	-11.1	-0.445
O=C(COC(=O)c1cn(-c2ccccc2)nc1-c1cccs1)NC1CC1	-0.4	-0.1	-0.5	-5.3	16.1	3.1	3.4	8.6	-0.145
CCCCOC(=O)c1ccc(S(N)(=O)=O)o1	3.4	1.6	-5.7	1.7	14.3	6.0	10.3	-7.0	2.53
O=C1NCCN1Cc1ccc(F)cc1	0.2	-0.4	4.6	0.6	3.3	6.9	-2.0	-34.6	0.00795
COC(=O)C(C(=O)NCC1CCCO1)C1CCCCCC1 (stereo not drawn)	-8.7	0.2	0.8	-0.4	14.6	1.4	-7.1	-6.1	-0.243
O=C(Nc1nc2ccccc2n1CCN1CCCCC1)C1CCCCC1	1.3	-0.3	-0.9	0.4	15.9	-3.4	14.9	-3.4	0.803
CN(Cc1ccccc1)c1nc(N)nc(Cl)c1C=O	14.9	-1.6	-12.2	-3.1	8.6	-2.0	6.1	-2.4	-4.95*
CCN(C(=O)CSc1nnc(-c2ccncc2)n1C)C1CCS(=O)(=O)C1 (stereo not drawn)	2.4	-0.1	-0.4	-0.8	4.9	-2.9	-3.1	-2.2	-0.555
COc1cc(S(=O)(=O)N2CCCCCC2)ccc1Cl	-1.4	0.0	-1.1	1.0	-6.5	-15.2	-2.6	-12.2	1.45
CS(=O)(=O)N(CC(=O)Nc1ccc(S(=O)(=O)N2CCOCC2)cc1)c1cccc(F)c1	6.4	-0.7	-1.8	1.4	6.3	0.0	x	x	-0.581
COc1cc(C2C(N3C(=O)c4ccccc4C3=O)C(=O)N2c2ccc(C)c(C)c2)cc(OC)c1OC (stereo not drawn)	2.9	1.3	0.4	-3.6	8.8	7.2	6.9	-14.9	0.308
O=Nc1c(O)[nH]c2c(F)cccc12	4.6	-0.2	-3.2	-1.4	4.1	-1.8	x	-9.9	0.0773

Profiles, looked up by structure.
Cc1ccc(NCc2n[nH]c(=S)n2-c2cccc(Cl)c2)cc1 in the list: Hck Nef HTS = 27.1; zVAD death inh = 4.5; thrombin 1536 = 2.1; TNF death inh = -0.3; FXIIa inh 1536 = 11.8; FXIa inh = -2.4; Rad51 HR inh = 4.8; KLK5 inh = 1.7; Cl transport mod = 0.48
O=C(Nc1nc2ccccc2n1CCN1CCCCC1)C1CCCCC1 in the list: Hck Nef HTS = 1.3; zVAD death inh = -0.3; thrombin 1536 = -0.9; TNF death inh = 0.4; FXIIa inh 1536 = 15.9; FXIa inh = -3.4; Rad51 HR inh = 14.9; KLK5 inh = -3.4; Cl transport mod = 0.803

The list is partial; rates above refer to the full screens.
